OPRM1-OPRD1 inv: inverse agonists of human mu-delta opioid receptor heterodimerization; P35372+P41143; cell-based MOR-DOR heterodimer luminescence, inverse agonism; inhibition, % at 9.3 µM; 340,000 compounds, 0.21% hits; AID 504357; in the data active means inhibition above about 22%, passing the limit was not always enough;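 further: 0% = cells with DMSO and 100% = wells without cells with DMSO; values of inactives mirror those of a sister screen read the other way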
AddAB inh: less growth of phage-infected E. coli with AddAB; E. coli expressing H. pylori AddAB, absorbance growth; inhibition, % at 11.9 µM; 330,000 compounds, 0.29% hits; in the data active means inhibition above about 12%;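 further: 0% = vehicle wells of infected cells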
PfHsp90 yeast 2: reduces growth (ATP signal) of yeast expressing P. falciparum Hsp90; 310,000 compounds, 0.32% hits; inhibition, % at 9.4 µM; S. cerevisiae expressing PfHsp90, BacTiter-Glo ATP, 48 h; yeast lacking PDR1 and PDR3 efflux regulators;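 active means every replicate shows inhibition above about 80%, whatever the replicate mean, limit read from the data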;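 further: 0% = DMSO neutral controls and 100% = 20 µM radicicol positive controls; yeast relying on Plasmodium falciparum Hsp90 in place of its own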
phage Ecoli inh: E. coli growth loss with phage present. growth absorbance. inhibition, % at 11.9 µM. 360,000 compounds, 0.26% hits; in the data active means inhibition above about 11%
HTR5A inv ag: HTR5A inverse agonism, opioid heterodimer counter-screen; P47898; inhibition, % at 9.3 µM; HTR5A cell line, luminescence; 340,000 compounds, 0.083% hits; AID 504634; in the data active means inhibition mostly above about 23%, no sharp cut-off; inactive means mostly below about 18%;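 further: 0% = cells with DMSO and 100% = no-cell wells with DMSO; some compounds called inactive have numbers as strong as hits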
Pemphigus Ab inh: human desmoglein-3 autoantibody binding inhibition. DSG3-coupled beads, scFv-anti-DSG3-GFP binding, flow cytometry; stronger effect = lower value. P32926. 310,000 compounds, 0.48% hits. binding (percent of control), % at 10 µM;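 active means binding more than 3 SD below its plate's average and above zero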;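 further: hits lower antibody fragment binding to DSG3; some compounds called inactive have numbers as strong as hits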
Target sequence (P32926 whole entry, looked up, the tested form may be a part): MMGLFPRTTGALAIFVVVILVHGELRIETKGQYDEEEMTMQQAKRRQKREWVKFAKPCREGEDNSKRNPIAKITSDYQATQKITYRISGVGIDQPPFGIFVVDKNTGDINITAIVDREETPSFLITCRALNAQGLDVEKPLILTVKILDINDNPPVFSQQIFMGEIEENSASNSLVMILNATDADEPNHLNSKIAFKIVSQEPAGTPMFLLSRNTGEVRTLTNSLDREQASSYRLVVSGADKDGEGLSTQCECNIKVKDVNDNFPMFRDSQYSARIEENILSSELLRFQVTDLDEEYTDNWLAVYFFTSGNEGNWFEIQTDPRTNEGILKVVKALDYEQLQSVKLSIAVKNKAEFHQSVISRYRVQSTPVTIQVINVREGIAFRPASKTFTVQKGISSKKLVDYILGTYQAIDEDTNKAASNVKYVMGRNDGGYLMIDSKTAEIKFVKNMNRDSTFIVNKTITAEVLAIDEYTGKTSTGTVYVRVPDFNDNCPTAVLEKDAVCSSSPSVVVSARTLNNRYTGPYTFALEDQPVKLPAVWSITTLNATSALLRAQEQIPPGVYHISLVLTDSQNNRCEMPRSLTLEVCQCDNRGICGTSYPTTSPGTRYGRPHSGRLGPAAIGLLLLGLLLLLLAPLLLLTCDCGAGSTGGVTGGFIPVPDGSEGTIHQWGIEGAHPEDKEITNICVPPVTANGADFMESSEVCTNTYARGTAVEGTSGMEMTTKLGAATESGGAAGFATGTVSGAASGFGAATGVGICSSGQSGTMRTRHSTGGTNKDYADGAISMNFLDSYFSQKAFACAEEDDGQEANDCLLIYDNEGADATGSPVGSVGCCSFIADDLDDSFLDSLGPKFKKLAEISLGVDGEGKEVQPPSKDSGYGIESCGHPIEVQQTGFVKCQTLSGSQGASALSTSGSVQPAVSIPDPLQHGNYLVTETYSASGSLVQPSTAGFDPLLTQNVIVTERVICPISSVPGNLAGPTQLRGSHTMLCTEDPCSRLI
PKA-R1A act: PKA-R1A complex activation; P00514+P68181; PKA-R1A dissociation, Cy5-IP20 fluorescence polarization; scaled: DMSO 0%, 113 µM cGMP 100%; activation, % at 11.4 µM; 340,000 compounds, 0.083% hits;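 active means percent activation above the mean of all tested compounds plus 3 SD, cut at about 19% in these data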;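 further: higher means more PKAc released from R1A so a rise in polarization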
E coli growth: counter-screen for AddAB inhibitors: E. coli growth inhibition; E. coli V3065 growth, OD600 absorbance, 18 h; inhibition, % at 11.9 µM; 330,000 compounds, 0.27% hits; AID 449728;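 active means inhibition above the campaign's mean inhibition across all tested compounds plus 3 SD, cut at about 9.9% in these data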;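 further: uninfected addAB+ strain grown without phage in ampicillin broth; 0% = DMSO wells and 100% = ciprofloxacin 0.95 µg/ml wells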
Mot1-301 SUMO: inhibitors of SUMOylation pathway: yeast Mot1-301 growth rescue; AID 2716; S. cerevisiae Mot1-301 growth rescue, ATP luminescence, 38.5C; percent above DMSO median, 100 means doubled; 320,000 compounds, 1% hits; growth rescue, % at 18.8 µM;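 active means every valid replicate shows activation above 250% relative to neutral control wells; inactive means the rest, any valid replicate at or below 250%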;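 further: OY570 slx delta 5 strain wells were the positive control but not used for scaling; some compounds called inactive have numbers as strong as hits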
MOR-DOR ag: agonists of human mu-delta opioid receptor heterodimerization. 340,000 compounds, 0.3% hits. cells, OPRM1-OPRD1 heterodimerization, luminescence. activation, % at 9.3 µM. P35372+P41143; in the data active means activation above about 18%;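 further: 0% = vehicle-treated cells and 100% = reference agonist; values of inactives mirror those of a sister screen read the other way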
HTR5A ag: HTR5A agonism, opioid heterodimer counter-screen; P47898; HTR5A agonist assay, luminescence, cell-based; activation, % at 9.3 µM; 340,000 compounds, 0.61% hits; AID 504692; in the data active means activation mostly above about 9.5%, no sharp cut-off; inactive means mostly below about 7.6%;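 further: 0% = cells with vehicle only and 100% = reference agonist; strong numbers were not always called active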
An asterisk follows results filed as active; . = not tested or not shown.

molecule	AddAB inh	phage Ecoli inh	OPRM1-OPRD1 inv	E coli growth	PKA-R1A act	Mot1-301 SUMO	HTR5A ag	MOR-DOR ag	Pemphigus Ab inh	PfHsp90 yeast 2	HTR5A inv ag
S=P(c1ccc(N2CCOCC2)cc1N1CCOCC1)(N1CCOCC1)N1CCOCC1	.	1.7	-5	.	3	.	1	0.9	101	-9	-11
Cc1ccccc1NC(=O)c1cccnc1	1.8	2.0	6	-2.5	16	-34	4	-1.2	95	-9	4
CC(=O)NC(Cc1ccccc1C)C(=O)NC1CCN(C(=O)c2ccc(C)cc2)CC1 (stereo unspecified)	2.7	1.7	10	1.5	10	32	-1	-2.0	100	-3	4
COc1ccccc1N/N=C1\COC(C)(C)CC1=O	-0.7	1.8	0	0.5	-10	21	1	0.0	102	-29	-1
N#Cc1c(SCC(=O)O)nc(N2CCOCC2)c2c1CCCC2	1.4	1.2	14	2.1	2	-14	-1	-2.6	100	-7	3
CCOc1cc(CN2CCCC(N3CCN(c4ccc(F)cc4)CC3)C2)ccc1OC (stereo unspecified)	2.6	-0.7	-10	-0.3	-4	260	-2	2.0	119	-27	7
COc1ccc(NC(=O)C2CCN(C(=O)c3cccs3)CC2)cc1OC	0.5	0.9	1	-3.5	-3	-6	2	-0.1	93	-10	-23
CC(=O)c1c(C)[nH]c(C(=O)Nc2ccc(C)c(S(=O)(=O)Nc3ccc(C)cc3C)c2)c1C	0.2	-3.5	-12	-2.0	-11	11	-1	2.2	101	-8	2

Some of these compounds in order of formula weight, largest number first.
molecule	AddAB inh	phage Ecoli inh	OPRM1-OPRD1 inv	E coli growth	PKA-R1A act	Mot1-301 SUMO	HTR5A ag	MOR-DOR ag	Pemphigus Ab inh	PfHsp90 yeast 2	HTR5A inv ag
S=P(c1ccc(N2CCOCC2)cc1N1CCOCC1)(N1CCOCC1)N1CCOCC1	.	1.7	-5	.	3	.	1	0.9	101	-9	-11
CC(=O)c1c(C)[nH]c(C(=O)Nc2ccc(C)c(S(=O)(=O)Nc3ccc(C)cc3C)c2)c1C	0.2	-3.5	-12	-2.0	-11	11	-1	2.2	101	-8	2
CCOc1cc(CN2CCCC(N3CCN(c4ccc(F)cc4)CC3)C2)ccc1OC (stereo unspecified)	2.6	-0.7	-10	-0.3	-4	260	-2	2.0	119	-27	7
CC(=O)NC(Cc1ccccc1C)C(=O)NC1CCN(C(=O)c2ccc(C)cc2)CC1 (stereo unspecified)	2.7	1.7	10	1.5	10	32	-1	-2.0	100	-3	4
COc1ccc(NC(=O)C2CCN(C(=O)c3cccs3)CC2)cc1OC	0.5	0.9	1	-3.5	-3	-6	2	-0.1	93	-10	-23
N#Cc1c(SCC(=O)O)nc(N2CCOCC2)c2c1CCCC2	1.4	1.2	14	2.1	2	-14	-1	-2.6	100	-7	3
COc1ccccc1N/N=C1\COC(C)(C)CC1=O	-0.7	1.8	0	0.5	-10	21	1	0.0	102	-29	-1
Cc1ccccc1NC(=O)c1cccnc1	1.8	2.0	6	-2.5	16	-34	4	-1.2	95	-9	4

More entries follow.
molecule	AddAB inh	phage Ecoli inh	OPRM1-OPRD1 inv	E coli growth	PKA-R1A act	Mot1-301 SUMO	HTR5A ag	MOR-DOR ag	Pemphigus Ab inh	PfHsp90 yeast 2	HTR5A inv ag
Cc1nc(NS(=O)(=O)c2cccc([N+](=O)[O-])c2)sc1C(C)(C)C	1.5	2.0	9	-1.5	-2	11	1	-1.9	109	-6	-5
COCCNC(=O)c1ccc(S(=O)(=O)N2CCCc3ccccc32)cc1	3.6	-1.4	5	0.8	-3	-6	3	-0.9	106	7	-8
O=C(c1cc(Cl)cc(Cl)c1)N1CCN(c2cc(C(F)(F)F)nc3ccccc23)CC1	4.8	0.7	.	-1.0	.	-16	.	.	98	-5	.
C/C(NCc1ccccc1)=C(\C#N)C(=O)NCc1ccccc1	-2.8	3.6	17	-1.9	-12	-5	1	-3.1	.	-25	-1
O=C(Cc1ccc(Cl)cc1)NC1CC1	-3.3	4.1	12	0.6	2	-9	6	-2.6	100	-14	2
Cc1c(NC(=O)c2nn(CC(C)C)c(=O)c3ccccc23)c(=O)n(-c2ccccc2)n1C	.	3.0	-4	.	2	.	3	0.6	99	.	5
O=C(N/N=C/c1c(Cl)nc2ccccn2c1=O)c1cccnc1	0.3	0.8	4	-0.2	2	-10	8	-0.8	92	20	-14
Cc1cccc(-n2nc3c(c2NC(=O)c2ccco2)CS(=O)C3)c1C (stereo unspecified)	-1.0	1.2	15	-0.7	0	-5	-4	-3.3	100	-17	11
N#CCCN(C(=O)COC(=O)c1ccc(CNS(=O)(=O)c2ccc(F)c(Cl)c2)cc1)c1ccc(F)cc1	2.8	2.3	-8	0.5	-10	1	-4	1.6	102	4	-6
O=C(COC(=O)/C=C/c1ccc(F)cc1)NC1CC1	1.5	4.1	16	-1.1	-12	124	2	-3.9	.	42	-6
COc1ccc(C)cc1NC(=S)NN1CCN(C)CC1	1.9	3.3	5	1.8	-5	-5	0	-0.9	97	-24	0
Nc1nc(=S)ss1	.	3.8	13	.	-4	.	1	-2.7	115	-3	-6
Cc1ccc(NC(=S)NC2CC3CCC(C2)N3Cc2ccco2)c(C)c1 (stereo unspecified)	1.5	1.6	-9	0.0	-6	13	2	1.5	231	12	-11
CN(C)c1ccc(/C=N/NC(=O)C2COc3ccccc3O2)o1 (stereo unspecified)	0.7	4.1	10	0.1	13	71	-6	-2.0	100	8	22
Cc1cccc(C(=O)NCC(=O)OCc2cc(=O)n3ccsc3n2)c1	-3.2	0.8	25	-1.6	-14	-10	0	-5.1	101	4	7
COc1ccc2ccc(OCC(=O)Nc3cc(C)on3)cc2c1	-0.2	-1.2	-65	-1.1	3	82	-3	17	100	-17	8
Cc1n[nH]c(C)c1S(=O)(=O)N1CCOCC1	2.1	2.5	3	-1.9	-11	-21	-4	-0.6	.	20	9
O=C(NCC(c1ccco1)N1CCCC1)c1cc(=O)[nH]c2ccccc12 (stereo unspecified)	2.2	0.5	2	2.3	-9	-6	-7	-0.4	96	12	18
Cc1ccc(CCC(=O)Nc2ccccc2C(=O)O)o1	1.9	5.1	19	1.9	-13	-11	2	-3.6	104	-4	5
CC[C@]12c3[nH]c4cc(CCC(=O)N(C)C)ccc4c3CCN1C(=O)[C@@H](CC(=O)NCCN1CCOCC1)C[C@@H]2C(=O)N1CCN(C(=O)c2ccco2)CC1	1.1	0.0	17	-1.1	-4	.	1	-3.4	96	5	-4
O=C(c1cccc(S(=O)(=O)N2CCOCC2)c1)N1CCCc2ccccc21	0.2	0.3	6	-0.5	-5	4	-3	-1.1	.	.	9
COc1ccccc1C(c1nnnn1C(C)(C)C)N1CCCc2ccccc21 (stereo unspecified)	3.3	1.5	-6	-0.6	5	.	13*	0.9	102	-22	-26
CCCCC(NC(=O)c1ccccc1)C(=O)OCC(=O)N1c2ccccc2Sc2ccccc21 (stereo unspecified)	-0.5	2.8	2	0.6	-6	7	0	-0.4	106	70	-8
S=c1[nH]nc([C@@H]2C[C@H]2c2ccccc2)n1-c1ccccc1Cl	5.9	1.9	7	2.8	-2	-3	-2	-1.3	104	-11	-9
COc1ccc2nc(SCC(=O)Nc3ccc(S(=O)(=O)Nc4onc(C)c4C)cc3)[nH]c2c1	2.8	1.4	1	-0.6	-1	-10	4	-0.3	113	1	21
O=S(=O)(NCc1ccccn1)c1ccccn1	2.3	0.0	9	-1.9	-14	-4	-2	-1.6	98	-2	-5
Cc1ccccc1N1CC(C(=O)Nc2nnc(SCC(=O)Nc3nccs3)s2)CC1=O (stereo unspecified)	-1.5	0.0	17	0.3	14	-8	1	-2.8	96	-10	-1
O=C(NCc1cccc(Br)c1)C1CC(c2ccccc2C(F)(F)F)=NO1 (stereo unspecified)	1.4	1.7	15	1.6	-13	-6	0	-2.6	107	-2	30
Cc1ccc(Nc2nc(N)nc(CN3CCN(Cc4ccc5c(c4)OCO5)CC3)n2)cc1	1.8	-0.4	11	-4.1	-8	53	2	-2.5	106	8	-17
Nc1cc(-c2ccc(Br)cc2)nn1Cc1ccccc1	.	2.1	-17	.	-13	.	-2	3.4	103	2	5
COc1ccc(-n2cc(C(=O)Nc3cc([N+](=O)[O-])ccc3OC)c3ccccc3c2=O)cc1	3.7	3.3	8	0.1	-1	-8	6	-1.4	99	9	-20
CC(C)C1N(S(=O)(=O)c2ccccc2)CCN1S(=O)(=O)c1ccccc1	1.0	1.2	5	2.0	-9	-14	-8	-1.0	.	3	14
O=C(CN(Cc1ccccc1)C(=O)CNS(=O)(=O)c1ccc(F)cc1)NCc1ccco1	2.2	1.0	-8	0.2	2	-9	0	0.9	119	5	-11
Nc1ccccc1-c1nnc(SCc2ccccc2F)[nH]c1=O	2.3	1.1	-1	-0.4	-1	10	6	0.2	108	-7	-3
O=C1CCC(=O)N1c1ccccc1-c1ccccc1	2.4	3.1	8	1.7	-4	-4	5	-1.4	107	-18	-13
NC1=NC(c2ccc(Cl)cc2)C(C(=O)c2ccccc2)N1 (stereo unspecified)	-0.7	2.7	2	-0.9	6	-6	-1	-0.4	107	-61	-20
CCOC(=O)N1CCN(S(=O)(=O)c2ccc3c(c2)SCC(=O)N3)CC1	0.7	1.7	3	1.3	0	2	4	-0.5	101	10	-2
COc1ccc(-c2n[nH]c3c2CN(C(=O)c2ccccc2)CC3)cc1	0.6	2.2	13	-1.4	6	4	3	-2.6	102	-1	6
Cc1ccc(C(=O)COc2cccc(NC(=O)c3ccco3)c2)cc1	3.6	2.9	3	1.8	-8	11	-1	-0.8	110	46	5
O=C(OCCN1C(=O)c2ccccc2C1=O)[C@@H]1CC(O)CN1S(=O)(=O)c1ccccc1[N+](=O)[O-] (stereo partly specified)	3.2	0.4	-3	1.1	-9	-16	-2	0.9	.	8	5
Cc1cc(OCC(=O)N2CCC(O)CC2)c2c(C)cc(=O)oc2c1	1.3	.	10	0.7	1	36	2	-2.0	102	2	-16
CCOC(=O)c1cnc2c(c(C)nn2C)c1Oc1ccc(Cl)cc1	-2.1	1.4	-64	-2.3	10	-10	-1	13	.	.	4
Cc1ccc(Nc2nnc(SCC(=O)Nc3ncc(S(=O)(=O)c4ccc([N+](=O)[O-])cc4)s3)s2)cc1	6.0	0.3	-24	-1.2	1	-25	1	4.1	95	9	-3
COc1ccc(N2CCN(S(=O)(=O)CCNC(=O)COc3ccccc3)CC2)cc1	0.0	2.1	-6	0.8	-3	-9	6	0.9	109	.	-4
O=C1COc2ccc(S(=O)(=O)CCC(=O)N3CCN(c4cccc(C(F)(F)F)c4)CC3)cc2N1	1.0	-1.6	2	-3.5	0	57	-1	-0.4	92	-15	-19
O=C(COc1ncnc2ccccc12)Nc1cc([N+](=O)[O-])ccc1F	-0.8	4.3	10	0.0	2	23	19*	-2.0	103	-8	-57
